Source: PubChem BioAssay
EphB4 ephrin blk = antagonists of human EphB4-ephrin-B2 interaction. P54760. EphB4 LBD / TNYL-RAW-Alexa532 peptide, fluorescence polarization. inhibition, % at 7 µM. actives 0.15% (n = 97,000). AID 720;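 active = inhibition above the screen-wide mean inhibition plus 3 SD, cut at about 15% in these data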;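 note: 0% = DMSO wells and 100% = excess unlabeled TNYL-RAW peptide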
HIV Rev-RRE inh = disrupts HIV-1 Rev binding to RRE RNA; actives 0.79% (n = 97,000); inhibition, % at 8 µM; Rev peptide-RRE RNA binding, FRET; P05866;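 active = inhibition above the screen-wide mean plus 3 SD, cut at about 35% in these data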;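 note: 0% = median DMSO wells and 100% = median Neomycin B control wells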
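Test system – labelled RRE RNA duplex and labelled Rev peptide · Signal – fluorescein-to-Cy5 FRET, 480 nm excitation · Evaluation – % inhibition of FRET ratio versus controls · Benchmarks – DMSO low control, neomycin B high control · Incubation – 5 min RNA-compound premix plus 15 min binding step, 25 °C · Medium – HEPES pH 7.5 salt buffer with EDTA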
S1P2 agonist = agonists of human S1P2 receptor. O95136. S1P2-expressing cell line, agonist reporter read-out. activation, % at 4.5 µM. actives 0.46% (n = 97,000); in the data active = activation above about 16%;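 note: 0% = vehicle low control and 100% = maximal reference agonist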
PostGolgi yeast = growth inhibition of a yeast mutant, post-Golgi transport screen | AID 739 | inhibition, % at 10 µM | actives 0.9% (n = 98,000) | post-Golgi transport phenotypic cell assay;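 note: yeast cells grown in 1536-well plates; yeast grown about 18 h at 30C before absorbance read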
S1P2 antag = antagonists of human S1P2 receptor | O95136 | cell-based S1P2 antagonist assay, inhibition at 5 uM | inhibition, % at 5 µM | actives 0.21% (n = 97,000); in the data active = inhibition above about 45%;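 note: CRE beta-lactamase reporter cells expressing human S1P2 stimulated with S1P; 0% = agonist at EC80 alone and 100% = agonist plus reference antagonist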
LYP inh 2 = blocks human PTPN22 phosphatase activity; Q9Y2R2; recombinant LYP catalytic domain, DiFMUP fluorescence; inhibition, % at 2 µM; actives 0.21% (n = 96,000); AID 640;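 active = inhibition at 2 µM at or above a set limit, the screen mean plus 3 SD, cut at about 24% in these data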;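 note: 0% = DMSO with enzyme and 100% = enzyme fully blocked by orthovanadate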
LYP act = LYP (human) phosphatase activation | Q9Y2R2 | recombinant LYP, DiFMUP fluorescence; 0 = plate median, 100 = signal doubled | activation, % at 2 µM | actives 0.11% (n = 96,000);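 active = activation at 2 µM above a set limit, the mean plus 5 SD, cut at about 37% in these data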
FAK blocker = inhibitors of human focal adhesion kinase; biochemical FAK kinase activity assay; inhibition, %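 (tested at 7 µM)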; actives 0.84% (n = 97,000); in the data active = inhibition above about 19%;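 note: 0% = DMSO and 100% = reference compound high control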
Target sequence (Q05397 whole entry, looked up): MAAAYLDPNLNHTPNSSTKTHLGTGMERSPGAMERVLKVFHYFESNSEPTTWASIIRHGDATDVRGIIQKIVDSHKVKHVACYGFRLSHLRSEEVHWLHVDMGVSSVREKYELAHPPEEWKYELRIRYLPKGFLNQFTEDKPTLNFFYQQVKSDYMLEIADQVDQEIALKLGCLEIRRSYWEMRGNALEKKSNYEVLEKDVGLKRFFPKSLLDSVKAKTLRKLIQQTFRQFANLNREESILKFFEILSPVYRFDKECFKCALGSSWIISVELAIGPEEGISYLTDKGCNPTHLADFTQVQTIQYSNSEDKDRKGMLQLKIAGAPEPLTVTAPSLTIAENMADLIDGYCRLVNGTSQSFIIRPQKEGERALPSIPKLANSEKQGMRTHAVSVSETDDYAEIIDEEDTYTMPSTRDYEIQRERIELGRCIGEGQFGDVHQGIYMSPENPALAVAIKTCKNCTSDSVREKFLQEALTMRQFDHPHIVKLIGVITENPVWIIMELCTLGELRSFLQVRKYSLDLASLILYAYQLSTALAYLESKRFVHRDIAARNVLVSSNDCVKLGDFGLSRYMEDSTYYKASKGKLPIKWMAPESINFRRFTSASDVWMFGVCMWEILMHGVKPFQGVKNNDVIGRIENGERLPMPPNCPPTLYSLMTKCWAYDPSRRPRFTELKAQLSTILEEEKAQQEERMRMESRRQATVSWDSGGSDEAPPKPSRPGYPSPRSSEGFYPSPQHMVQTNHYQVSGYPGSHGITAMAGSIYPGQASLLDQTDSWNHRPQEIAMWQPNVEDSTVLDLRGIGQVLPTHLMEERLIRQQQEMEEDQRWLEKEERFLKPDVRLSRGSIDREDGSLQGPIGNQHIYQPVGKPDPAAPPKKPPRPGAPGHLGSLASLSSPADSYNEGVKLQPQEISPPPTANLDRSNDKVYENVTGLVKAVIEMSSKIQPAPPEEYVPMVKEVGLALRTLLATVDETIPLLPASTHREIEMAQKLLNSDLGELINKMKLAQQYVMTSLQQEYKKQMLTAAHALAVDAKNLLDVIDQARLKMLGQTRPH
PostGolgi ctrl = growth of the yeast control strain, post-Golgi counter-screen. efflux-deficient yeast background strain, growth absorbance A615, 16 h. inhibition, % at 10 µM. AID 738. actives 5% (n = 98,000)
* marks the source's active call; other numbers are inactive results; x = not tested or not shown. Cut-off read from the data, not from the text of the source, unless noted: active = inhibition above about 30%; inactive = the rest.

SMILES	EphB4 ephrin blk	HIV Rev-RRE inh	S1P2 agonist	PostGolgi yeast	S1P2 antag	LYP inh 2	LYP act	FAK blocker	PostGolgi ctrl
CS(=O)c1ccccc1COC(=O)Nc1ccc(Cl)cc1 (stereo not drawn)	1	5	-5	-10	12	8	-4	-1	14
Cc1ccc(S(=O)(=O)NCCCN2CCOCC2)cc1C	-10	2	-4	2	6	-7	9	1	-4
O=c1c2ccccc2nc(SCc2nnc(-c3ccccc3Br)o2)n1-c1ccccc1	2	10	-3	-1	-8	4	-6	-1	39*
O=C(Nc1ccc2c(c1)OCCO2)C1CCN(c2cnccn2)CC1	-5	1	-3	5	-1	-4	1	-3	9
Cc1ccc2cccc(S(=O)(=O)NC3CCS(=O)(=O)C3)c2n1 (stereo not drawn)	-1	11	-3	3	-6	1	-2	-2	5
CSc1ccccc1-n1nnnc1SCC(=O)Nc1cc(C)ccc1C	-4	7	-7	-5	6	5	-4	1	13
CN1C2CCC1CC(OC(=O)c1c[nH]c3ccccc13)C2 (stereo not drawn)	9	7	-6	0	30	-18	14	4	-4
COC(=O)CCS(=O)(=O)c1ccc(Cl)cc1	0	5	-6	5	-3	1	-1	0	-2
COc1cccc(C2(O)CCN(C(=O)C3CCC3)CC2)c1	3	5	-4	-6	21	6	-9	5	-1
CCOC(=O)C1=C(C)NC2=C(C(=O)CC(C)(C)C2)C1c1ccsc1 (stereo not drawn)	-6	1	-6	2	2	-5	6	3	-1
CC(C)C(=O)Nc1ncc(C(F)(F)F)cc1Cl	1	4	-8	4	8	-8	7	0	9
CCN(CC)S(=O)(=O)c1ccc(NC(=O)CSc2nnc(-c3cccc(OC)c3)n2C)cc1	-11	8	-4	2	-26	-3	7	1	22
Cc1cccc(CSC2=NCCN2C(=O)C2CC2)c1	-3	0	-4	-1	-14	-4	5	0	-3
O=C(c1ccccc1)c1ccc2nc(-c3ccc(NC(=O)c4ccccc4Br)cc3)[nH]c2c1	1	6	-12	-2	33	8	-6	2	-4
CCOc1oc(-c2ccc(OC)cc2)nc1C(F)(F)F	-2	18	-1	2	-35	-2	0	-1	25
CN(C)/C=C1\C=C(c2ccccc2)OC1=O	-10	5	-1	9	-22	0	1	-1	-2
Cc1ccc(-c2cc(C(=O)NCC3CCCO3)c3ccccc3n2)o1 (stereo not drawn)	-2	3	2	x	6	3	-4	0	x
COC(=O)C(NC(=O)COc1ccccc1)(Nc1nc2c(s1)CCCC2)C(F)(F)F (stereo not drawn)	4	1	-2	x	8	-2	4	-1	x
COC(=O)c1sccc1-c1ccc(C(=O)Nc2cccnc2)o1	-7	6	-5	-5	0	5	-2	3	-5
Cc1c(NC(=O)OCCSc2nc(N(C)C)nc(N(C)C)n2)sc(=S)n1C	4	-4	6	-1	-51	1	2	-1	8
COc1ccc2c(c1)[n+](=O)c(C(C)=O)c(C)n2[O-]	3	5	-6	-8	1	-3	5	2	9
Cc1ccc(NS(=O)(=O)c2cc(C(=O)N3CCOCC3)ccc2C)cc1C	0	3	-7	-5	13	-11	7	-3	-5
Cc1ccc(SCc2cc(=O)[nH]c(N3CCN(Cc4ccc5c(c4)OCO5)CC3)n2)cc1	-4	1	-3	7	-14	-1	1	-1	10
Fc1ccc(-c2csc3[n+]2CCS3)cc1	2	5	-4	x	-8	-9	10	1	x
O=C(CSc1ccc2nnc(-c3ccncc3)n2n1)Nc1ccc2c(c1)OCO2	3	4	-5	-1	-5	-5	5	0	13
CC(=O)C1(C)OC(N)=C(C#N)C(c2ccccc2)C1(C#N)C#N (stereo not drawn)	10	36	-10	4	24	-8	12	-3	13
O=C(CSc1nc(-c2ccco2)cc(C(F)(F)F)n1)Nc1ccc(C(=O)N2CCCCC2)cc1	-7	0	-3	-5	7	-3	3	-3	0
O=S1(=O)CCC(S(=O)(=O)N2CCCCCC2)C1 (stereo not drawn)	-10	8	1	0	-11	-4	1	1	8
CCOC(=O)Cc1cnc(NC(=O)Cn2nnc(-c3ccc(OCC)cc3)n2)s1	-2	10	-3	0	19	-3	1	-4	1
COCCNC(=O)C(c1cccs1)N(C(=O)Cn1nnc2ccccc21)c1cccc(C(C)=O)c1 (stereo not drawn)	-7	2	-3	-11	8	4	-7	-7	18
c1cncc(CNc2ccc3c(c2)OCO3)c1	4	4	-10	-3	-1	5	-4	2	20
COc1cccc(Nc2nc(=O)[nH]nc2C)c1	-10	1	-2	-2	1	-19	16	3	-5
Cc1ccc(S(=O)(=O)N2CCCC(c3nc(-c4ccc(C)o4)no3)C2)cc1 (stereo not drawn)	1	16	0	0	2	6	-9	-1	14
COc1ccc(-n2c(SCC(=O)Nc3ccccc3)nc3c(c2=O)SCC3)cc1	1	7	-4	-3	-1	-13	9	2	40*
C/C(N)=C(/C#N)C(=O)COC(=O)CC1CCCC1	-10	3	-8	x	13	-11	8	-6	x
Fc1ccccc1C(c1nnnn1Cc1ccc2c(c1)OCO2)N1CCN(Cc2ccco2)CC1 (stereo not drawn)	0	9	-4	-4	7	3	-5	4	3
O=c1oc2ccccc2c2nccnc12	-6	6	-4	0	10	-4	0	1	-4
Cc1nnc(NC2=NCCC2)o1	4	9	-5	2	5	0	-1	-3	5
O=C(NC1CCCC1)c1ccc(S(=O)(=O)N2CCOCC2)cc1	-7	6	-5	-2	6	3	-2	-1	4
O=C(Nc1ccc(-c2nc3cc(Cl)ccc3o2)cc1)C1CCCO1 (stereo not drawn)	10	2	1	x	-7	-24	21	-9	x

Molecules shown so far that have a CF3 group, in the order listed:
SMILES	EphB4 ephrin blk	HIV Rev-RRE inh	S1P2 agonist	PostGolgi yeast	S1P2 antag	LYP inh 2	LYP act	FAK blocker	PostGolgi ctrl
CC(C)C(=O)Nc1ncc(C(F)(F)F)cc1Cl	1	4	-8	4	8	-8	7	0	9
CCOc1oc(-c2ccc(OC)cc2)nc1C(F)(F)F	-2	18	-1	2	-35	-2	0	-1	25
COC(=O)C(NC(=O)COc1ccccc1)(Nc1nc2c(s1)CCCC2)C(F)(F)F (stereo not drawn)	4	1	-2	x	8	-2	4	-1	x
O=C(CSc1nc(-c2ccco2)cc(C(F)(F)F)n1)Nc1ccc(C(=O)N2CCCCC2)cc1	-7	0	-3	-5	7	-3	3	-3	0

Additional structures
SMILES	EphB4 ephrin blk	HIV Rev-RRE inh	S1P2 agonist	PostGolgi yeast	S1P2 antag	LYP inh 2	LYP act	FAK blocker	PostGolgi ctrl
O=C(Cn1c(C(=O)NCCCN2CCOCC2)cc2sccc21)c1ccccc1	5	7	-3	10	10	1	2	-2	-5
CC(=O)c1cc2c(cc1NS(=O)(=O)c1ccc(C)cc1)OCO2	1	3	-3	5	-2	-10	8	1	14
CCc1nc(-c2ccccc2O)n(-c2ccccc2)n1	3	0	-3	9	-21	-2	-4	2	11
Cc1ccc(NC(=O)CN2C(=O)S/C(=C\c3cccn3-c3cccc(C(=O)O)c3)C2=O)c(C)c1	-9	-2	-2	3	10	50*	-48	65*	-2
COc1ccc(S(=O)(=O)Nc2nc3n(n2)C(c2ccc(Cl)cc2)CC(=O)N3)cc1 (stereo not drawn)	-6	-2	-5	0	7	-10	11	-4	-3
Cc1ccc(S(=O)(=O)N2CCN(C(=O)CSc3ncc(C(F)(F)F)cc3Cl)CC2)cc1	-6	5	-3	-8	2	14	-10	2	24
COc1cc(OC)nc(Oc2ccccc2C(=O)Oc2ccc(Cl)cc2)n1	-7	14	-2	-9	-3	1	2	2	25
CC(NC(=O)c1cccnc1)C(=O)N1CCCCC1 (stereo not drawn)	4	8	-8	-10	17	8	-10	4	5
CCC(C)c1ccc(NC(=O)C2CC2)cc1 (stereo not drawn)	-8	-1	-4	-15	7	-2	4	3	13
C=CCNC(=O)CSc1nnc(-c2ccccc2Cl)n1-c1c(C)n(C)n(-c2ccccc2)c1=O	-4	0	1	-3	-12	6	-5	1	4
O=C(Nc1ccc(-c2nc3cc(NC(=O)c4cccs4)ccc3o2)cc1)c1cccs1	2	4	-6	18	0	7	-9	0	0
COc1ccc(NC(=O)CCc2nc(-c3ccc(C)cc3)no2)cc1Cl	-1	7	4	0	1	-11	10	-3	9
C=CCn1c(SCC(=O)OCC)nc2cc(C(=O)NCc3ccco3)ccc2c1=O	-4	8	0	23	10	5	-6	4	10
CCCN(CCC)C(=O)c1c(NC(=O)CC)sc2c1CCCCC2	-2	1	-4	x	-8	-4	4	0	x
Cc1cnc(C)c(N2CCC(C(=O)NC(C)c3cccs3)CC2)n1 (stereo not drawn)	4	1	-5	-4	-9	-7	4	-11	3
CCc1c(O)nc(SCC(=O)Nc2ccccc2)n(-c2ccccc2)c1=O	2	5	-1	-3	5	-16	12	-2	-3
CC1CCCN(C(=O)CSCC(=O)Nc2nc(-c3cccs3)cs2)C1 (stereo not drawn)	-9	7	-4	-5	-6	2	-3	-6	64*
Cc1ccc(S(=O)(=O)N2CCOCC2)cc1NC(=O)COC(=O)CSc1ccc(Br)cc1C	-2	-1	-2	13	-24	-12	11	0	3
O=C(NC1=NCCS1)C1CC2CCC1C2 (stereo not drawn)	1	3	18*	-5	14	4	-7	-6	-12
Fc1ccc(-c2nn3c(C4COc5ccccc5O4)nnc3s2)cc1 (stereo not drawn)	-1	12	-6	0	-9	-2	2	4	21
COc1ccc(CC(=O)N2CCOCC2)cc1	10	12	-2	x	-1	5	-5	1	x
Cc1ccc(N/N=C/c2c(O)cc(C)oc2=O)cc1	-11	1	-7	24	6	14	-12	-6	2
O=C(NCc1cccnc1)C1CC(=O)N(c2ccc(F)cc2)C1 (stereo not drawn)	-4	4	-5	-13	9	0	-2	-2	-1
Nc1nnc(SCC(=O)N2CCN(Cc3ccccc3)CC2)s1	-1	2	0	-1	-12	-9	12	1	-4
NS(=O)(=O)c1ccc(CCNC(=O)CCCC2=NS(=O)(=O)c3ccccc3N2)cc1	-2	4	-7	-1	11	0	-1	0	11
CCOc1ccc(-c2nnc(-c3cccs3)o2)cc1	-3	14	-4	9	2	-4	6	-2	3
Cc1cc(NC(=O)CCC(=O)N(CC(=O)NC2CCCC2)c2cccc(C)c2C)no1	3	0	-9	x	-2	2	-2	1	x
CCN1CCN(c2nn3c(=O)c4ccccc4nc3c3ccccc23)CC1	-7	4	4	-3	-12	10	-8	-4	2
CCn1c2c(c3cc(OCC(C)C)ccc31)CCCC2=O	7	8	-1	x	-4	0	0	5	x
Cn1c(=O)oc2cc(S(=O)(=O)NCCC(=O)N3CCc4ccccc43)ccc21	3	4	-5	22	9	-2	0	-1	0
CCOC(=O)C1=C(Cn2cnc3ccccc32)NC(=O)NC1c1cc(C)ccc1C (stereo not drawn)	-2	12	-7	-3	29	5	-8	-1	21
CCC1Sc2ccccc2N(CC(=O)NCCC(C)C)C1=O (stereo not drawn)	10	8	-5	0	11	-13	12	5	4
Cn1c(SCC(=O)c2ccc3c(c2)OCO3)nnc1C1COc2ccccc2O1 (stereo not drawn)	-6	0	-7	-5	10	-4	4	-10	-4
c1ccc(N2CCN(c3ccccc3)C2c2cccnc2)cc1	1	5	9	11	9	-18	17	2	20
OCCCNCc1cccc2ccccc12	-5	9	-1	-7	14	-2	3	2	6
O=C(Nc1cccc(C(F)(F)F)c1)c1cccnc1N1CCN(CCO)CC1	-4	3	-3	8	-7	-9	4	2	4
O=S(=O)(c1cccs1)N1CCCc2ccccc21	-8	-1	-10	-11	1	-36	33	3	7
CCC(=O)Nn1c(C)nnc1C	-8	7	-4	5	-1	-5	4	1	7
Cc1cc(C)cc(NC(=O)CSc2nnc(CNC(=O)c3cccs3)o2)c1	5	13	-6	-6	15	1	2	-2	3
CC1(C)CC(=O)c2sc(NC(=O)Cc3cccs3)nc2C1	0	1	-4	x	-4	-2	2	1	x
